CIT2-GFP yeast: alters CIT2-GFP fluorescence in TOR pathway yeast screen | S. cerevisiae CIT2-GFP strain, flow cytometry, 3 h; 100 means same as DMSO wells | GFP response vs DMSO, % at 10 µM | 320,000 compounds, 0.065% hits;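 active = GFP response relative to DMSO above a set limit, near the screen mean plus 3 SD, cut at about 150% in these data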;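 also: ratio of well median GFP fluorescence to mean of DMSO wells on the plate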
AGP1 TOR yeast: alters AGP1-GFP fluorescence in TOR pathway yeast screen; S. cerevisiae AGP1-GFP multiplex flow cytometry, 3 h; GFP as percent of DMSO wells; GFP response vs DMSO, % at 10 µM; 320,000 compounds, 0.02% hits;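 active = GFP response relative to DMSO above a set limit, near screen average plus 3 SD, cut at about 150% in these data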;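 also: median GFP channel fluorescence of the gated AGP1 strain per well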
MEP2-GFP yeast: yeast TOR pathway MEP2-GFP modulation; S. cerevisiae MEP2-GFP strain, flow cytometry GFP, 3 h; 100% = DMSO control level; GFP response vs DMSO, % at 10 µM; 330,000 compounds, 0.51% hits;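 active = GFP response versus DMSO above a set limit, roughly screen mean plus 3 SD, cut at about 180% in these data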;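 also: median GFP fluorescence of the barcode-gated MEP2-GFP cells per well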
LAP4 TOR yeast: yeast TOR pathway LAP4-GFP modulation; S. cerevisiae LAP4-GFP multiplex, flow cytometry GFP, 3 h; median GFP as percent of DMSO wells; GFP response vs DMSO, % at 10 µM; 320,000 compounds, 0.34% hits;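 active = GFP response vs DMSO above a set limit, about the screen mean plus 3 SD, cut at about 150% in these data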
JMJD2C inh: inhibitors of human GASC-1 (JMJD2C) demethylase. Q9H3R0. GST-JMJD2C(1-420) H3K9me3 demethylation, DELFIA europium. 330,000 compounds, 0.069% hits. inhibition, % at 2.35 µM;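 active = more than half of a compound's replicate wells show inhibition beyond 50%, single wells judged on their own value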;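 also: signal counts dimethyl H3K9 product captured on neutravidin plate; 0% = median of DMSO wells and 100% = 0.3 times that DMSO median; strong numbers were not always called active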
Target sequence (Q9H3R0 1-420 limits assumed): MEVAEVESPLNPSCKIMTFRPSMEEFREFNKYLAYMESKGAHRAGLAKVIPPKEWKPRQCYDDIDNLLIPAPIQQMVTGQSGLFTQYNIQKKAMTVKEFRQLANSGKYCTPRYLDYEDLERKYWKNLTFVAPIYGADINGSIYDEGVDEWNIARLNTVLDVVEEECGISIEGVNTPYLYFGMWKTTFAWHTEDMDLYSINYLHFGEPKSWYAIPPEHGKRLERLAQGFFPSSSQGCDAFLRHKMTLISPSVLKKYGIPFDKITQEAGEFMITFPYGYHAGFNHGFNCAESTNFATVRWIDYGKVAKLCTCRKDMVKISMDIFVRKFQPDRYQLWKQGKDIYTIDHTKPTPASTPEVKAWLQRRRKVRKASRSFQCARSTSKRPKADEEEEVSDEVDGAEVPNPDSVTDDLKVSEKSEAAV
RPL19A-GFP yeast: yeast TOR pathway RPL19A-GFP modulation. percent response vs DMSO, % at 10 µM. 330,000 compounds, 0.3% hits. AID 2025. S. cerevisiae RPL19A-GFP strain, flow cytometry, 3 h; stronger effect = lower value;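 active = percent response vs DMSO below 50%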;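 also: median channel GFP fluorescence of the barcoded RPL19A-GFP strain; ratio of sample median GFP to plate DMSO average so 100% = DMSO; lower means less RPL19A-GFP as with rapamycin TOR inhibition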
VLA-4 inh: inhibition in a human VLA-4 binding assay; P13612; VLA-4 expressing cells, ligand binding flow cytometry; inhibition, % (about 7 µM as worked out from the volumes in the protocol); 330,000 compounds, 0.2% hits; in the data active = inhibition above about 50%
GRK2 inh: blocks RNA aptamer binding to human GRK2; P25098; AID 488847; inhibition of aptamer binding, % at 10 µM; bead flow cytometry, FAM-aptamer displacement from GRK2; 330,000 compounds, 0.59% hits;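 active = inhibition of aptamer binding above 40%, roughly 3 SD of noise, on plates passing a quality check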;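 also: median bead fluorescence of bound FAM aptamer so fluorescent compounds give negative values; no value below 0 was filed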
Target sequence (P25098 whole entry, looked up): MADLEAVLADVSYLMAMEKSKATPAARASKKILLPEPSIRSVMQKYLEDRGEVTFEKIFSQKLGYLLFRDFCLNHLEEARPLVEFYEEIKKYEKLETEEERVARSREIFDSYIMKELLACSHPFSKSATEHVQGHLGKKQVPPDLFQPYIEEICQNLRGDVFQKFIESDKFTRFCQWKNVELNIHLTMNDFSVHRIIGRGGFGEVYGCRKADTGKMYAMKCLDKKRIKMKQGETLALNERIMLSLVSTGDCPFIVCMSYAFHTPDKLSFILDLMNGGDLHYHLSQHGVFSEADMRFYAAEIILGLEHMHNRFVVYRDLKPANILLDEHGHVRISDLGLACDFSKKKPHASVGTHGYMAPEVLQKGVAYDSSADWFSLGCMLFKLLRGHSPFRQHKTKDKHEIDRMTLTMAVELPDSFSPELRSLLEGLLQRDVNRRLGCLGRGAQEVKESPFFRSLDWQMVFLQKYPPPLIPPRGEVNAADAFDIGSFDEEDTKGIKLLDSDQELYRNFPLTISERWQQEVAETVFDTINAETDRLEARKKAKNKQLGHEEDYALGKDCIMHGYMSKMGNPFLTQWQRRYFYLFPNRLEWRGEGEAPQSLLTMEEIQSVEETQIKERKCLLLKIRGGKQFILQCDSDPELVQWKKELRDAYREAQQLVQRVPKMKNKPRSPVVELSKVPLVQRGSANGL
Active calls of the source: *; i = inactive; . = not tested or not shown; & = joins results of further samples.

SMILES	CIT2-GFP yeast	AGP1 TOR yeast	MEP2-GFP yeast	LAP4 TOR yeast	JMJD2C inh	RPL19A-GFP yeast	VLA-4 inh	GRK2 inh
CC12CCC3(CO)COC(c4ccccc4O1)C2C3 (stereo not drawn)	96	97	99	100	11	99	-1	0
CC(C)Cc1nc2n[nH]c(N)c2c2c1COC(C)(C)C2	107	106	96	99	7	98	19	0
Cc1csc(NC(=O)CCCNC(=O)c2ccc(Cl)cc2)n1	90	104	99	108	-4	104	12	1
CC(NC(=O)c1ccc(Br)o1)C1CCCO1 (stereo not drawn)	102	106	102	99	0	103	1	0
CC1CC(C)CN(C(=O)CSc2nnc(-c3ccc(F)cc3)o2)C1 (stereo not drawn)	92	92	92	99	-20	96	-6	0
CCc1ccccc1NC(=O)c1ccc([N+](=O)[O-])s1	103	97	102	97	-17	100	1	2
COc1cc2c(C(=O)N3CCN(c4cccc(Cl)c4)CC3)cn(C)c(=O)c2cc1OC	87	92	95	92	-3	95	0	1
CC(C)N(C(=O)c1sc2cc([N+](=O)[O-])ccc2c1Cl)C(C)C	95	101	106	99	-3	100	2	1
CSc1sc(C(=O)NCC2CC2)c2c1S(=O)(=O)N(C)c1ccccc1-2	100	111	100	107	-4	94	5	2
CCOc1cccc(-c2nnc(SCC(=O)Nc3ccc(OC)c(OC)c3)n2N)c1	115	103	110	118	0	115	0	34
Cc1cccc(-c2cc3c(N=O)c4ccccc4c-3n[nH]2)c1	96	95	103	98	-2	102	6	0
Cc1nn(C)c(C(=O)N2CCN(C(=O)c3ccco3)CC2)c1Br	106	104	102	93	2	103	6	0
COc1ccc(N(CC(=O)N2CCN(Cc3ccccc3)CC2)S(=O)(=O)c2ccccc2)cc1	96	100	105	104	-3	104	-13	2
Cc1cc(NC(=O)CSc2n[nH]c(-c3cccs3)n2)no1	102	.	105	113	-2	102	3	1
O=C(O)CCC(=O)Nc1cccc(-c2csc(-c3ccccc3)n2)c1	103	104	106	104	-8	106	15	7
COc1cc(C(=O)O/N=C(\N)Cc2ccc([N+](=O)[O-])cc2)cc(OC)c1OC	97	104	97	109	-12	96	7	0
O=C1CCCC(=O)N1c1ccc(N2CCN(c3ccccc3)CC2)c([N+](=O)[O-])c1	98	97	99	90	-9	101	5	0
CCc1ccc(NC(=O)CNC(=O)c2cn(-c3ccccc3OC)c(=O)c3ccccc23)cc1	102	101	98	98	4	96	-8	1
Cc1csc(NC(=O)c2cc[n+]([O-])cc2)n1	100	99	114	99	-6	98	-3	0
CC1(C)CC(=O)c2c(O)cc(O)cc2O1	85	82	86	87	17	87	22	4
CCOc1ccccc1NC(=O)CSc1nnc(-c2ccco2)n1Cc1ccco1	100	99	107	96	-25	99	14	5
CCOc1cc(-c2n[nH]c(=S)n2Cc2ccccc2)ccc1OC(F)F	86	89	92	93	0	92	-5	0
CCOC(=O)CN(C(=O)CSc1nnc(-c2ccncc2)n1CCCN(C)C)c1ccccc1	93	101	94	98	10&-2	95	20	5
CCCC(=O)NCc1nc2ccccc2n1CC(=O)c1ccccc1	100	97	97	92	8	97	0	2
CC1C=CCC2C(=O)N(c3cccc(C(=O)N4CCN(c5ccc(F)cc5)CC4)c3)C(=O)C12 (stereo not drawn)	98	103	112	100	.	96	1	1

Continued.
SMILES	CIT2-GFP yeast	AGP1 TOR yeast	MEP2-GFP yeast	LAP4 TOR yeast	JMJD2C inh	RPL19A-GFP yeast	VLA-4 inh	GRK2 inh
COc1cc(OC)c(NC(=O)Cn2cnc3sc(C)c(S(=O)(=O)N4CCOCC4)c3c2=O)cc1Cl	100	106	108	103	5	102	6	1
Cc1ccc(-n2c(SCc3cc(=O)n4ccsc4n3)nnc2-c2cccnc2)c(C)c1	96	104	104	95	1	97	4	2
COc1cccc(/C=N/NC(=O)COc2cccc3cccnc23)c1O	92	101	94	96	32	94	7	0
CSCCC(NC(=O)c1ccccc1)C(=O)NC1CC1 (stereo not drawn)	93	105	103	93	-3	104	-5	3
Cc1cc(C)cc(NC(=O)CN2CCC(NC(=O)Cc3ccccc3)CC2)c1	107	99	96	91	2	98	-22	3
COc1cc(OC)cc(C(=O)O/N=C(\N)c2ccncc2)c1	93	87	106	100	-7	104	3	3
Cc1nc(C)c(C(=O)C2=C(O)C(=O)N(CCCn3ccnc3)C2c2ccc(Cl)cc2)s1 (stereo not drawn)	81	93	84	76	.	91	3	0
C/C(CCc1oc2ccc(Br)cc2c1-c1ccc(C)o1)=N/O	94	97	107	112	2	103	.	0
COc1ccccc1CC(=O)NCCc1ccccc1	118	116	106	86	-7	103	16	1
Cc1cccc(C(=O)NNC(=O)c2c(-c3ccccc3Cl)noc2C)c1O	105	103	102	100	10	100	7	10
Cc1ccc(CNC(=O)c2cc3c(s2)CN(Cc2ccccc2)C3)cc1	94	98	99	95	15	104	6	0
C/C=C\C=C/C(=O)Nc1cccc(C2=NOC3(C2)C[C@@H](C(N)=O)N(C(=O)/C=C/CC)C3)c1 (stereo partly drawn)	106	95	94	105	11	101	31	8
Cc1ccc(CNC(=O)CCn2c(=O)oc3ccccc32)cc1	98	101	100	96	12	97	-3	0
CC(=O)Oc1ccc2c(C)c(CC(=O)N3CCN(C(=O)C4COc5ccccc5O4)CC3)c(=O)oc2c1C (stereo not drawn)	95	95	100	85	21	101	8	0
Cc1nnc(NC(=O)c2cccc(S(=O)(=O)N3CC(c4ccccc4)CC3=O)c2)s1 (stereo not drawn)	101	98	105	96	0	94	-24	3
CCOc1cc(Cl)c(NC(=O)CC)cc1OCC	96	98	96	88	-7	97	11	1
Cc1ccc2nc(C)cc(C(=O)N3CCCC(CO)(Cc4ccccc4C)C3)c2c1 (stereo not drawn)	.	84	89	86	26	84	1	1
CCCCn1c(N)c(N(CC(C)C)C(=O)C2CC(=O)N(c3ccc4c(c3)OCCO4)C2)c(=O)[nH]c1=O (stereo not drawn)	102	109	109	106	11	103	1	0
CNC(=O)CSc1nnc(-c2ccco2)n1-c1cc(C)ccc1C	100	101	97	89	25	101	11	1
COc1ccc([C@H]2CC(=O)C=C(c3ccc(C)c(F)c3)C2)cc1	101	102	99	116	2	101	i	0
O=C(O)c1ccccc1/C=N/NC(=O)C1CCCCC1	107	97	95	90	0	97	5	0
COc1ccccc1C(=O)NC(=S)Nc1cc(C(=O)O)ccc1C	108	108	103	110	-5	106	10	0
COc1cccc(N(C(=O)Cn2nnc(-c3ccc(C)cc3)n2)C(C(=O)NC(C)(C)C)c2c[nH]c3ccccc23)c1 (stereo not drawn)	88	96	94	99	-7	94	-5	5
Cn1c(-c2ccccc2)c(C#Cc2ccc(N)cc2)c2ccccc21	107	96	107	89	16	119	-5	0
CCN(CC)C(=O)C(C)N(C#N)c1nc(C)cc(C)n1 (stereo not drawn)	101	107	98	99	5	100	14	0

The results go on:
SMILES	CIT2-GFP yeast	AGP1 TOR yeast	MEP2-GFP yeast	LAP4 TOR yeast	JMJD2C inh	RPL19A-GFP yeast	VLA-4 inh	GRK2 inh
CCN(Cc1ccccc1)C(=O)CN1C(=O)COc2ccc(S(=O)(=O)NC3CCCC3)cc21	94	90	92	86	-1	93	0	0
COc1ccc2c(c1)CC(=O)NC=C2	96	92	101	97	22	102	-2	0
CCN(CC)c1ccc(NC(=O)COc2ccccc2C#N)cc1S(=O)(=O)Nc1ccc(OC)cc1	87	113	93	98	27	94	7	0
Cc1ccc(S(=O)(=O)NC2CCCCCC2)cc1	100	103	101	104	-7	101	-9	1
Cc1ccc(NC(=S)Nc2ccc(F)cc2)cc1	108	99	99	94	8	100	10	0
COc1ccc(CCNC(=O)c2cc(-c3ccccc3O)n[nH]2)cc1OC	100	94	103	94	0	98	0	0
Cc1cc(C=C2C(=O)c3ccccc3C2=O)c(C)n1C	106	93	102	94	3	102	-17	2
CCOc1cc(CNc2ccc(N3CCN(C(C)=O)CC3)cc2)cc(Br)c1OC	106	100	91	94	19	98	10	0
COc1ccc(S(=O)(=O)N2CCCCCC2)cc1C(=O)NCc1cccs1	102	109	108	105	-1	103	10	0
COc1cccc2cc(C(C)N(CCCN3CCOCC3)C(=O)Nc3ccc(Cl)cc3)oc12 (stereo not drawn)	94	95	93	98	-7	89	-7	0
COc1ccc(-c2cn[nH]c2-c2ccc(O)cc2O)cc1	97	100	103	88	7	102	4	0
CCCCn1c(N)c(N(CCC(C)C)C(=O)CSc2nncn2-c2ccccc2)c(=O)[nH]c1=O	95	101	97	99	.	103	14	0
COc1cccc(C(=O)Nc2ccccc2F)c1	.	107	132	104	16	96	4	0
NS(=O)(=O)c1ccc(CCNC(=O)COC(=O)CCc2c[nH]c3ccccc23)cc1	105	103	103	103	12	101	3	1
CCc1ccccc1N(C)C(=O)CCc1nc(-c2ccc(C)cc2)no1	101	107	101	105	15	100	5	0
COc1ccc(C2C(C(=O)NCC3CCCO3)CCC(=O)N2c2ccc3c(c2)OCO3)cc1 (stereo not drawn)	105	104	101	98	-4	102	16	2
Cc1cc(OC(C)C(=O)NCCCN2CCOCC2)c2c(C)c(C)c(=O)oc2c1 (stereo not drawn)	101	99	103	94	-1	99	3	4
CCOc1ccc(/C(O)=C2/C(=O)C(=O)N(CCCn3ccnc3)C2c2cccs2)cc1Cl (stereo not drawn)	103	91	102	80	-8	98	6	10
OC1CCCN(c2ncnc3c2nnn3Cc2c(F)cccc2Cl)C1 (stereo not drawn)	117	121	112	116	-9	118	-3	0
O=c1[nH]c(C2CCCN(S(=O)(=O)c3ccc(F)cc3)C2)nc2c1nnn2Cc1ccccc1 (stereo not drawn)	104	108	104	101	0&2	102	-5	2
COc1ccccc1CN1CCC(n2nccc2NC(=O)CCCc2ccccc2)CC1	93	94	93	83	-5	100	4	0
CCOC(=O)CCCn1ccc2cc(S(=O)(=O)N3CCCC3)ccc21	116	106	122	103	-7	105	11	2
O=C(N/N=C/c1cccs1)c1cccnc1	108	107	101	104	1	104	-12	4
COc1cc(C(=O)NC2CCCCC2)ccc1OC1CCN(C(C)=O)CC1	102	98	96	81	15	105	-1	1
Cc1nc2ccccc2n(CC(=O)Nc2cc(Cl)cc(Cl)c2)c1=O	87	96	95	91	-1	99	4	0

Given with the structure last: 2 of the compounds above
CIT2-GFP yeast | AGP1 TOR yeast | MEP2-GFP yeast | LAP4 TOR yeast | JMJD2C inh | RPL19A-GFP yeast | VLA-4 inh | GRK2 inh | SMILES
100 | 97 | 97 | 92 | 8 | 97 | 0 | 2 | CCCC(=O)NCc1nc2ccccc2n1CC(=O)c1ccccc1
98 | 103 | 112 | 100 | . | 96 | 1 | 1 | CC1C=CCC2C(=O)N(c3cccc(C(=O)N4CCN(c5ccc(F)cc5)CC4)c3)C(=O)C12 (stereo not drawn)

The list goes on.
SMILES	CIT2-GFP yeast	AGP1 TOR yeast	MEP2-GFP yeast	LAP4 TOR yeast	JMJD2C inh	RPL19A-GFP yeast	VLA-4 inh	GRK2 inh
CC(C)(CNC(=O)c1sc2cc(F)ccc2c1Cl)N1CCOCC1	98	106	106	98	-3	107	4	0
CCN1CCN(c2ncnc3scc(-c4ccc(OC)cc4)c23)CC1	98	96	94	97	-1	94	5	0
CC(C)c1nc2c(c(=O)n(C)c(=O)n2C)n1C	93	81	102	87	-3	85	11	0
CC(=O)Nc1ccc(N2CCN(c3ccc(C(F)(F)F)cn3)CC2)nc1	100	99	102	105	-8	101	21	1
CCc1nc(SCc2nc3ccccc3[nH]2)c2oc3ccccc3c2n1	87	.	102	108	-8	90	11	0
COc1ccccc1C1C(C(=O)c2cc3ccccc3o2)=C(O)C(=O)N1CCN1CCOCC1 (stereo not drawn)	94	95	97	97	2	96	14	2
COc1ccccc1-n1nnnc1SCC(=O)NC1CC1	99	106	93	111	-4	96	19	2
CC1CCN(C(=O)CSc2nc3cccnc3n2C)CC1	101	98	86	.	-11	98	-8	3
O=C(O)CC(C(=O)O)c1cn(Cc2ccccc2)c2ccccc12 (stereo not drawn)	92	97	104	104	11	98	17	0
